Screening results as filed in PubChem BioAssay.
RGS7-Gao: modulates binding of RGS7 to human Galphao; P09471; Multiplexed bead flow cytometry; actives lie on both sides; binding response (% of control), % at 10 µM; actives 0.35% (n = 220,000); AID 1439; in the data active = binding response below about 49% or above about 150%; inconclusive = no clear call, values can overlap the other calls; inactive = in between;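 note: fluorescent Galphao held in activated GDP-AlF4 state binding bead-coupled RGS7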
Bim-Bcl-2: inhibitors of Bim-Bcl-2 interaction, human; AID 950; P10415; Bead-based flow cytometry, Bim peptide-Bcl-2 binding; actives 0.06% (n = 190,000); inhibition, % at 10 µM; in the data active = inhibition above about 40%; inconclusive = no clear call, values can overlap the other calls;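 note: 0% = no compound wells with probe peptide and 100% = reference peptide inhibitor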
Target sequence (P10415 whole entry, looked up): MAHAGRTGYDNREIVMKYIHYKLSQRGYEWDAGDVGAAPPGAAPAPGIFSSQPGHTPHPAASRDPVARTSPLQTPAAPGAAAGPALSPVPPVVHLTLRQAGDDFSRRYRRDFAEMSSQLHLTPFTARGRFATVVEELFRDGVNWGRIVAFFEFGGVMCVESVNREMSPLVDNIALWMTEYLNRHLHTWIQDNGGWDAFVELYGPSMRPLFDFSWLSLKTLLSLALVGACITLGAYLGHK
Avidin fluor: compound fluoresces at 488/530 nm on avidin beads; compound fluorescence 488/530 nm, flow cytometry; hits give high values; fluorescence (KMESF) at 10 µM; actives 0.38% (n = 220,000); AID 1775; in the data active = fluorescence above about 47; note: inactives centre near 10
RGS4-Gao reg: modulates binding of RGS4 to human Galphao; P09471; Multiplexed bead flow cytometry; actives lie on both sides; binding response (% of control), % at 10 µM; actives 0.33% (n = 220,000); in the data active = binding response below about 49% or above about 150%; inactive = in between;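 note: fluorescent Galphao activated with aluminum fluoride binding bead-coupled RGS4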
Bfl-1 Bim block: disrupts Bim binding to human Bfl-1 | Q16548 | Bead-based flow cytometry, Bim-Bfl-1 binding inhibition | inhibition, % at 10 µM | actives 0.12% (n = 190,000);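 note: 0% = wells without compound plus tracer and 100% = blocker peptide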
ABCB1 inh: human ABCB1 inhibition, ABCG2 as counter-screen | P08183 | CCRF-Adr cells, JC-1 efflux, flow cytometry | inhibition, % at 6.6 µM | actives 0.067% (n = 190,000) | AID 1326; in the data active = inhibition above about 40%;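 note: 0% = vehicle and 100% = reference inhibitor; higher value means more JC-1 retained so stronger ABCB1 efflux block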
Bcl-XL Bim block: human Bim-Bcl-XL interaction inhibition | Bim peptide-Bcl-XL binding, bead flow cytometry, fluorescence | inhibition, % at 10 µM | Q07817 | actives 0.04% (n = 190,000)
Bim-Bcl-W: disrupts Bim peptide binding to human Bcl-W. AID 952. bead-based flow cytometry. actives 0.02% (n = 190,000). Q92843. inhibition, % at 10 µM;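 note: 0% = bound tracer without compound and 100% = peptide blocker; higher means less fluorescent Bim peptide bound to Bcl-W beads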
Bcl-B Bim block: human Bim-Bcl-B interaction inhibition | Q9HD36 | bead-based flow cytometry, Bim peptide-Bcl-B binding | inhibition, % at 10 µM | actives 0.073% (n = 190,000);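 note: 0% = tracer peptide without compound and 100% = reference inhibitor peptide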
ABCG2 block: blocks JC-1 efflux by human ABCG2 transporter; actives 0.1% (n = 190,000); AID 1325; inhibition, % at 6.6 µM; IgMXP3 cells, flow cytometry; Q9UNQ0;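 active = inhibition above 80%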;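 note: 0% = DMSO and 100% = nicardipine control wells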
Target sequence (Q9UNQ0 whole entry, looked up): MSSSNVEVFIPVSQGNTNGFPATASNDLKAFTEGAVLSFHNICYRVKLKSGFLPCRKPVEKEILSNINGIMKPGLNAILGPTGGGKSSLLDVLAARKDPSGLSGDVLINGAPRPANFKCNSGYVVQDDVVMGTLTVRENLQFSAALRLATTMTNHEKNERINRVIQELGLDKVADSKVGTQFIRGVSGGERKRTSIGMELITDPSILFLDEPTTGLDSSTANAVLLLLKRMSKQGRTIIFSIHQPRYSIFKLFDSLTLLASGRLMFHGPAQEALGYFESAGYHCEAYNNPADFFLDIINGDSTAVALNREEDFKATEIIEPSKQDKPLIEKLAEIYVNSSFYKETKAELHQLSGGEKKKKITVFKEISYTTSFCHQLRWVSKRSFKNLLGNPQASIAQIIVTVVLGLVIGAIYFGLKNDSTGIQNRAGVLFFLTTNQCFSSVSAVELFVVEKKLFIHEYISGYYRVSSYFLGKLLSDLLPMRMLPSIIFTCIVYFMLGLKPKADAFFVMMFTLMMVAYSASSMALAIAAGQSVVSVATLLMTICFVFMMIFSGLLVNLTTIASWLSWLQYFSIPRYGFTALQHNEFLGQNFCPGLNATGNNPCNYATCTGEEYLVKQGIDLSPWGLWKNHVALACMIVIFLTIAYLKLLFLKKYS
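Test system: IgMXP3 (ABCG2) plus far-red-tagged CCRF-Adr (ABCB1) cells / Amount: 3 million cells/mL in well / Reagent: JC-1 transporter substrate / Timing: 10 min compound exposure, 25 °C / Signal: flow cytometry, 530 nm JC-1 signal / Read-out: percent efflux inhibition, scaled nicardipine 100% to DMSO 0% / Benchmarks: nicardipine as high control, DMSO as low control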
GSH fluor: GSH bead compound fluorescence profile. AID 1776. actives 0.25% (n = 190,000). GSH beads flow cytometry, compound fluorescence 488/530 nm; hits give high values. fluorescence (KMESF) at 10 µM; in the data active = fluorescence above about 89;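 note: glutathione beads carrying GST-tagged Bcl family fusion proteins plus one bare bead set; values are compound well signal with DMSO vehicle wells as background; inactives centre near 16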
An asterisk follows results filed as active; ? = inconclusive; · = not tested or not shown. Cut-off read from the data, not from the text of the source, unless noted: active = inhibition above about 40%. An unsorted share of the library, and some 1.3% of all compounds hit somewhere here.

SMILES	RGS7-Gao	Bim-Bcl-2	Avidin fluor	RGS4-Gao reg	Bfl-1 Bim block	ABCB1 inh	Bcl-XL Bim block	Bim-Bcl-W	Bcl-B Bim block	ABCG2 block	GSH fluor
CCOc1ccc(N(CC(=O)Nc2cccc(F)c2)S(=O)(=O)c2c(C)noc2C)cc1	110	-4	5	113	-4	1.2	-3	-3	-5	6	23
O=C(c1cc(-c2cccc(O)c2)on1)N1CCCCC1	99	-5	6	99	-9	0.4	-3	0	-3	2	18
Cc1ccccc1NC(=O)NCc1ccc2c(c1)OCO2	100	-3	19	101	0	0.1	-1	0	-7	0	12
O=C(CCN1C(=O)/C(=C\c2ccccc2Cl)SC1=S)N1CCN(c2ccccc2)CC1	99	-7	12	102	-16	0.6	-4	-1	-8	0	29
COc1ccc(C(=O)NCC(=O)OCc2ccc(F)cc2)cc1	104	8	10	102	10	1.2	6	6	10	5	26
N#C/C(=C\c1ccc[nH]1)C(=O)NC1CC1	100	1	6	100	-10	·	-1	5	-3	·	16
c1ccc2nc3c(cc2c1)CCCCCC3	104	-10	11	100	-12	0.7	-7	0	-8	1	10
COc1ccccc1C(OC(=O)c1cccs1)C(=O)NCc1ccco1 (stereo unspecified)	99	-7	8	97	-4	0.9	-4	2	-2	23	26
O=P(CCNCc1ccco1)(c1ccccc1)c1ccccc1	102	1	9	100	1	1.4	2	0	0	4	14
COc1cc(/C=N/NC(=O)Cc2csc(C)n2)ccc1OCC(C)C	?	2	10	101	0	0.2	1	0	-2	4	17
CN1CCN(C/C(=C2/N=C(c3ccccc3)OC2=O)N(C)C)CC1	100	-5	13	106	-9	-0.6	-7	-1	-9	-3	32
Cc1c(Cl)c(-c2n[nH]c(=S)n2Cc2ccco2)nn1C	102	5	7	106	2	1.8	10	9	3	5	42
OCC1OC(n2cnc3c(NC4CCCCC4)ncnc32)C(O)C1O (stereo unspecified)	102	3	7	99	1	-0.3	0	2	-6	3	24
CC1CN(c2ccccc2)CCN1Cc1nc(Cc2ccccc2)no1 (stereo unspecified)	100	-4	12	103	-5	-0.1	-1	1	-3	4	12
O=C(/C=C/c1ccncc1)c1ccc(NC(=O)c2ccccc2F)cc1	109	29	5	105	23	0.1	4	14	23	0	4
C=CCSc1nc(-c2ccccc2)c2cc(Cl)ccc2n1	104	-11	17	101	-15	0.2	-12	1	-12	3	26
N#Cc1c(NC(=O)CSc2nc(-c3ccco3)cc(C(F)(F)F)n2)sc2c1CCCC2	105	-10	15	103	-6	0.3	-8	-4	-19	2	23
Cc1oc2c(O)c(O)ccc2c(=O)c1-c1cnn(-c2ccccc2)c1	46*	4	11	43*	13	-0.9	3	3	0	-2	4
Cc1ccc(/C=C2\SC(=S)N(/N=C/c3cc([N+](=O)[O-])ccc3O)C2=O)o1	98	3	7	94	33	-1.6	3	8	-4	-6	21
CCCn1c(Nc2ccc(Cl)cc2)nc2ccccc21	98	-10	12	104	-19	0.7	-5	-3	-9	22	28
CNc1ccccc1C(C)(C)c1ccn[nH]1	?	-5	9	103	-5	1.8	-2	0	-5	16	18
c1cncc(-c2nc(NCCCN3CCOCC3)c3c4c(sc3n2)CCC4)c1	104	-4	25	104	-6	3.9	-2	-2	-5	7	11
CC(C)(C)c1ccc(C(=O)/C=C2\NC(=O)CS2)cc1	98	-3	17	97	-3	0.1	0	-4	-5	8	26
Cc1ccc(CNC(=O)CN(Cc2ccccc2)S(C)(=O)=O)cc1	100	-1	7	101	-2	0.1	-7	-6	-8	0	15
Cc1cc(/C=N/NC(=O)CC2(C)OCCO2)c(C)n1-c1ccc(Cl)c(Cl)c1	99	6	5	101	4	-0.7	-3	-1	-3	4	30
(further entries)
SMILES	RGS7-Gao	Bim-Bcl-2	Avidin fluor	RGS4-Gao reg	Bfl-1 Bim block	ABCB1 inh	Bcl-XL Bim block	Bim-Bcl-W	Bcl-B Bim block	ABCG2 block	GSH fluor
COc1ccc(CC(=O)N2CCC(Nc3nc4ccccc4n3Cc3ccc(F)cc3)CC2)cc1	108	10	6	112	-3	3.3	0	1	-2	23	20
O=C(Nc1ccc(NC(=O)C23CC4CC(CC(C4)C2)C3)cc1)c1cc(F)c(F)cc1Cl	101	-5	8	104	-14	0.6	-8	-7	-7	1	19
c1c2c(cc3sc(N4CCCCC4)nc13)OCCO2	120	2	11	117	1	-2.8	-1	0	-5	0	20
Cc1onc(-c2c(F)cccc2Cl)c1C(=O)N1C=CC(C(F)(F)Cl)=NCC1	100	-3	17	101	-8	0.1	-2	0	-8	0	15
Cc1ccc(N2C(=S)SC3CS(=O)(=O)CC32)cc1 (stereo unspecified)	100	-6	11	103	-5	0.3	-6	-6	-3	2	15
Cc1cc(C)n2c(SCC(C)C)nnc2n1	105	1	9	98	-1	-0.3	0	0	0	28	15
O=C(CSc1n[nH]c(-c2cccnc2)n1)Nc1ccccc1	101	-1	8	104	-4	1.1	-2	-3	-8	10	22
O=C(NC(=S)NNC(=O)c1cnccn1)c1ccc(F)cc1	102	-4	·	100	6	-1.1	-3	-1	-12	5	12
CN(c1ccc(C(=O)Nc2ccc(CC#N)cc2)cc1)S(C)(=O)=O	97	2	12	101	-3	0.1	-2	-1	-4	2	15
O=C1c2cccc(OCC(=O)N3N=C(c4cccs4)CC3c3ccc(F)cc3)c2CCN1Cc1cccnc1 (stereo unspecified)	93	4	8	93	8	27	13	5	1	22	11
OC(COc1ccccc1)CSc1ncn[nH]1 (stereo unspecified)	99	1	12	103	0	0.0	-2	2	0	0	15
O=C(O)CN1C(=O)CC(Cc2ccc(Cl)cc2)C1=O (stereo unspecified)	103	-3	37	102	-5	0.8	-2	0	0	5	44
COc1ccc(CC(=O)NNC(=O)c2ccc(SCc3cc(F)ccc3F)c([N+](=O)[O-])c2)cc1	96	-5	11	98	-1	0.4	-3	-3	-3	5	26
COC(=O)N/N=C/c1ccccc1OCc1ccccc1	97	1	3	104	1	0.4	-3	-2	0	5	4
CCn1c(SCC(=O)Nc2cc(C)ccc2C)nnc1-c1cnccn1	100	-1	30	100	-3	0.6	-1	-2	0	1	17
O=C(O)CN(Cc1ccco1)S(=O)(=O)c1ccccc1	91	3	7	94	-2	0.8	-2	-1	0	5	27
Cc1cc(C(=O)NNC(=O)C2CCCC2)c(C)o1	99	0	11	101	-1	-0.1	0	-2	-1	-1	15
N#C/C(=C(/O)COc1ccccc1)c1nnc2n1CCCCC2	98	0	14	98	-5	2.1	0	0	-1	12	26
CC(=O)c1cc(-c2ccccc2)n(CC(=O)Nc2cc(C)cc(C)c2)c1C	99	1	3	100	3	1.8	0	-1	0	7	6
O=C(Nc1cccc2cccnc12)c1cccnc1	94	0	14	82	-1	0.3	1	1	-1	4	14
O=C(CNC(=O)c1ccccc1)NCC(=O)OCC(=O)c1ccc([N+](=O)[O-])cc1	95	-4	1	98	0	-0.1	-5	2	-8	5	6
N#CCCN(Cc1cccnc1)C(=S)NCc1ccco1	100	1	16	99	7	0.3	-1	1	-7	1	8
C=C(C)Cn1c(SCC(=O)O)nnc1-c1ccc(C(C)(C)C)cc1	100	-4	5	106	-4	0.4	-12	0	-6	1	64
C=CCNC(=O)c1onc(CSc2ccc(C)c(C)c2)c1C(=O)O	102	-10	12	102	-15	0.6	-7	-1	-9	7	32
COCCCNC(=S)N1CCN(Cc2ccc3c(c2)OCO3)CC1	106	-4	15	100	-9	0.0	-2	-4	-8	1	14
Continued:
SMILES	RGS7-Gao	Bim-Bcl-2	Avidin fluor	RGS4-Gao reg	Bfl-1 Bim block	ABCB1 inh	Bcl-XL Bim block	Bim-Bcl-W	Bcl-B Bim block	ABCG2 block	GSH fluor
O=C(CN1CCN(Cc2ccccc2)CC1)c1ccccc1	90	-5	6	93	-11	0.9	0	0	-7	6	44
COc1ccccc1N1CCN(C(=O)CSc2nc(C)c(Cc3ccccc3)c(=O)[nH]2)CC1	123	-6	78*	108	-4	1.9	-3	0	-3	17	15
N#C/C(=C1\CCCN1)c1nc2ccccc2c(=O)[nH]1	100	-7	15	100	-16	0.9	-6	-1	-5	49	31
O=C(Nc1ccccc1F)C1CCCN(S(=O)(=O)c2cccc3cccnc23)C1 (stereo unspecified)	102	-5	7	102	-8	0.6	-4	2	-5	4	26
CN(C)c1ccc(-c2nnn(CC(=O)Nc3ccccc3N3CCOCC3)n2)cc1	107	-1	21	104	2	2.7	0	-3	1	49	24
CC1CN(Cc2ccc(C#N)cc2Cl)CC(C)O1 (stereo unspecified)	109	-3	29	107	-13	1.3	-11	-1	-11	1	34
Cc1ccc(NC(=O)CN(C)C(=O)/C=C/c2cccs2)cc1	100	-3	5	103	-1	-0.1	-6	-3	-4	4	12
O=C1C(=O)N(Cc2ccccc2)C(=O)N1CCOc1ccccc1	52	0	7	56	-5	0.3	0	3	-4	4	19
COc1cccc(C2(c3cccc(OC)c3)CC2C(=O)Nc2cccc3ccccc23)c1 (stereo unspecified)	101	-5	11	100	-7	0.7	-8	-9	-10	-1	12
O=C(COC(=O)CNS(=O)(=O)c1ccc(F)c(F)c1F)Nc1ccc(OC(F)F)cc1	98	-5	11	98	-1	0.6	-3	-1	-4	4	10
CCN(C(C)=O)c1cccc2ccccc12	100	-5	29	102	-9	0.0	0	3	-4	0	21
COc1ccccc1NC(=O)CSc1nnc(C)n1CC1CCCO1 (stereo unspecified)	98	-3	15	99	1	1.1	-9	-3	-1	4	12
COc1ccccc1C(=O)C1CCCN(C(=O)c2snnc2C)C1 (stereo unspecified)	100	2	6	101	3	0.2	1	5	1	0	10
CC(C)CC1NC(=O)N(CC(=O)N2CCN(S(=O)(=O)c3ccc(Cl)cc3)CC2)C1=O (stereo unspecified)	101	-9	7	102	-11	0.0	-1	-4	-8	0	32
COc1cc(N2C(=O)c3ccccc3C2=O)c(Cl)cc1C(=O)OCC(=O)N1CCOCC1	?	-3	8	101	-5	0.8	-5	-2	-5	2	15
CCN1CCC(C(N)=O)CC1	116	0	2	121	-6	0.2	-11	-2	-1	1	43
CCCCCCn1c(=O)c(-c2ccccc2)c(O)c2ccccc21	101	4	6	99	1	0.1	-1	-2	0	2	12
COc1ccc(NC(=O)Nc2ccc(F)cc2)c(C)c1	?	-2	8	99	-3	0.0	-1	0	-1	4	15
Cc1ccccc1Cn1ccc(NC(=O)c2cc3ncc(Br)cn3n2)n1	101	-3	11	99	-4	0.3	0	1	-3	0	21
